Yfh1-depleted yeast = mitochondrial function rescue without frataxin homolog – Friedreich's ataxia, plus single-dose screen, dose response (AID 1465); S. cerevisiae Yfh1-off respiration, WST-1 reduction, 72 h; higher fold induction means a stronger effect; fold induction at 50 µM; hits with a dose series show EC50 in µM; 0.074% of 220,000 active;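 active = fold induction of absorbance versus untreated yeast above a set limit, then at least 30% activation at any dose in follow-up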;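 also: activators that raise dye reduction in frataxin-depleted yeast; strong numbers were not always called active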
Calls only; i = inactive. This is a subset; rates above refer to the full screens.

SMILES	Yfh1-depleted yeast
CCN1CC(CCN2CCOCC2)C(c2ccccc2)(c2ccccc2)C1=O (stereo unspecified)	i
O=C(OC1C[C@@H]2CC3C[C@H](C1)N2CC3=O)c1c[nH]c2ccccc12 (stereo partly specified)	i
CC(C)(C(=O)c1cccnc1)c1cccnc1	i

Ordered by number of heavy atoms (lowest first): some entries from above.
SMILES	Yfh1-depleted yeast
CC(C)(C(=O)c1cccnc1)c1cccnc1	i
O=C(OC1C[C@@H]2CC3C[C@H](C1)N2CC3=O)c1c[nH]c2ccccc12 (stereo partly specified)	i
CCN1CC(CCN2CCOCC2)C(c2ccccc2)(c2ccccc2)C1=O (stereo unspecified)	i

Source: PubChem BioAssay (SRMLSC)
